BRCT inh green: inhibitors of human BRCA1 BRCT-phosphoprotein interaction (green fluorophore); P38398; BRCA1 BRCT-phosphopeptide binding, green fluorescence polarization; Potency, µM (doses to about 76.9 µM), inactives show top-dose activity change, negative = inhibition, usual class: inhibitors; actives 0.05% (n = 75,000); AID 875;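 also: potency is read from the fitted curve at half-maximal effect; plate controls were peptide without protein for full effect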
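Compounds were incubated for 12 min at room temperature with a complex of 100 nM fluorescein-tagged pBACH1 decapeptide and 250 nM His-tagged BRCT protein. Buffer was phosphate pH 7.3 with EDTA, DTT and Tween 20. Disruption of binding lowers the polarization signal.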
Pol III holo inh: DNA polymerase III holoenzyme inhibition; reconstituted DNA polymerase III holoenzyme replication, biochemical; Potency, µM (doses to about 57.1 µM), for inactives: top-dose activity change, negative = inhibition; actives 0.25% (n = 71,000); also: potency is read from the fitted curve at half-maximal effect; % is scaled to controls: 0 for no effect and ±100 for the full control effect
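Reconstituted *E. coli* holoenzyme (0.35 nM Pol III, 1 nM beta, 154 nM SSB, 2 nM primase) was preincubated with compound for 15 min at RT. Synthesis on 1.4 nM ssM13Gori ran 35 min, then was stopped with PicoGreen/EDTA and read as dsDNA fluorescence.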
Tau filament bind: binds recombinant human tau filaments; Potency, µM (doses to about 57.1 µM), for the others: top-dose activity change, negative = inhibition; recombinant tau filaments, thioflavin S fluorescence, 15 h; filaments grown with octadecylsulfate alongside compound; actives 2% (n = 71,000); P10636;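 also: potency is read from the fitted curve at half-maximal effect; % is scaled to controls: 0 for no effect and ±100 for the full control effect; actives lower thioflavin S fluorescence by blocking filaments or displacing dye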
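Quantitative HTS: thioflavine S signal from ODS-induced tau filaments, excited at 450 nm, emission 510 nm. Conditions: 1 uM tau, 30 uM ODS, 15 h at 37 C, pH 7.4.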
15-hLO inh: blocks human 15-lipoxygenase activity. P16050. purified 15hLO-1, xylenol orange hydroperoxide absorbance. Potency, µM (top dose mostly 57.1 µM), inactives show top-dose activity change, negative = inhibition, usual class: inhibitors. actives 1.4% (n = 74,000); also: potency is read from the fitted curve at half-maximal effect; % is scaled to controls: 0 for no effect and ±100 for the full control effect; nearly all actives have a fitted effect of over 55% in size
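40 nM 15hLO-1 + cpd, 15 min RT; start w/ 50 uM AA (final), 6 min RT; stop/detect w/ 200 uM XO + 300 uM Fe(II) in 50 mM H2SO4, 30 min; A573/A405. Buffer 25 mM Hepes pH 7.5, 0.01% Triton X-100. No-enzyme wells as negative control.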
Rhodamine fluor: compound autofluorescence in rhodamine spectral region | Rhodamine-region fluorescence, 547/598 nm, Tris buffer; active compounds read high | actives 0.05% (n = 59,000) | AID 594 | max dye-equivalent concentration, M; in the data active = max dye-equivalent concentration above about 11 nM; inconclusive = between about 1.1 nM and that limit
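Intensities are converted to rhodamine-equivalent concentration using a six-point rhodamine standard on each plate. Compounds sit 15 min at room temperature in 100 mM Tris buffer, pH 8.0; read uses the 547/598 nm excitation/emission pair.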
HEK293 cAMP ctrl: counter-screen for TSHR agonists: cAMP increase in parental HEK293 | Potency, µM (series often up to 57.1 µM), without a hit: at the top dose activation, actives largely listed as activators | parental HEK293 CNG cAMP sensor, membrane potential fluorescence | actives 2.5% (n = 73,000); also: potency is read from the fitted curve at half-maximal effect; % of control where 0% means no effect; nearly all actives have a fitted effect of over 55% in size
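Parental HEK 293 cells stably expressing a cAMP-gated CNG channel were loaded with membrane potential dye containing 100 uM RO 20-1724 for 60 min. Compound added for 30 min; depolarization read as fluorescence intensity at 590 nm.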
USP2a inhib: USP2a (human) protease inhibition | O75604 | USP2a enzymatic assay, qHTS inhibition | Potency, µM (highest dose often 38.3 µM), for inactives: at the highest dose activity change, negative = inhibition, most hits filed as inhibitors | actives 0.1% (n = 60,000) | AID 927;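 also: potency is read from the fitted curve at half-maximal effect; nearly all actives have a fitted effect of over 60% in size; plate controls were DMSO for no effect and NEM full inhibition control for full effect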
Target sequence (O75604 whole entry, looked up): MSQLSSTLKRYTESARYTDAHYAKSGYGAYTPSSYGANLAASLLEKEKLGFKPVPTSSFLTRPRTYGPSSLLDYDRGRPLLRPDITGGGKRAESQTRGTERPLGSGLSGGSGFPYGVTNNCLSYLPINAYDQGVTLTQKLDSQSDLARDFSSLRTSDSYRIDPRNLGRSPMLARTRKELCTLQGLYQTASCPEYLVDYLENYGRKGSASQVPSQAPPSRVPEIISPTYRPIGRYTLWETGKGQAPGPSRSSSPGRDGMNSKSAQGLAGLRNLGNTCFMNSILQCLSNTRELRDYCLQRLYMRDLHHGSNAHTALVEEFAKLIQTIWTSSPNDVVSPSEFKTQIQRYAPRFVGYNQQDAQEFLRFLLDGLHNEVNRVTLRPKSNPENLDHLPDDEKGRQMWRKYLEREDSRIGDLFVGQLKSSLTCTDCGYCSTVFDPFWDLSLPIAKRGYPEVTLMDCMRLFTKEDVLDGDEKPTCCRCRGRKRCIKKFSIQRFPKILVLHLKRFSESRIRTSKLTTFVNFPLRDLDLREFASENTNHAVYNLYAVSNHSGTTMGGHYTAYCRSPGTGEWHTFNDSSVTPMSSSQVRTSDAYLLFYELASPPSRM
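20 nM USP2 core + cpd, 30 min RT; add 20 nM Ub-PLA2/20 uM NBD C6-HPC; read Ex460/Em535 at 0 h and 2.5 h. Normalized to NEM; qHTS curve fit/classification.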
Caspase-7 inhib: blocks human caspase-7 allosterically or competitively; Potency, µM (series often up to 57.5 µM), for the others: at the highest dose activity change, negative = inhibition, usual class: inhibitors; actives 0.02% (n = 75,000); recombinant caspase-7, Ac-DEVD-AFC fluorescence rate; P55210; active = well fitted inhibition curve with a large enough effect in the main read-out, with a control signal flat, not every such curve was filed as active; inconclusive = small, poorly fitted or top-dose-only effect, or a change in a side signal; also: potency is read from the fitted curve at half-maximal effect; % of control where 0% means no effect
Target sequence (P55210 24-198 limits assumed): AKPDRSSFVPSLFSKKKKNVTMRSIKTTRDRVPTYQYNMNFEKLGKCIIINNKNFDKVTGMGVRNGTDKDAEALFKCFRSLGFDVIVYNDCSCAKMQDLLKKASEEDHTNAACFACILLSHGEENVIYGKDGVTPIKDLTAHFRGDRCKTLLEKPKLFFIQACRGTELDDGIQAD
Target sequence (P55210 207-303 limits assumed): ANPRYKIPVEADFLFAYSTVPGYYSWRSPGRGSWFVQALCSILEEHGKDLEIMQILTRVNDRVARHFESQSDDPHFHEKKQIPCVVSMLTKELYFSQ
HADH2 inhib: inhibitors of human HADH2 dehydrogenase; Q99714; recombinant HADH2, NADH fluorescence, beta-hydroxybutyryl-CoA; Potency, µM (top dose mostly 57.1 µM), without a hit: at the top dose activity change, negative = inhibition, usual class: inhibitors; actives 3.4% (n = 73,000); AID 886; also: potency is read from the fitted curve at half-maximal effect; % is scaled to controls: 0 for no effect and ±100 for the full control effect; nearly all actives have a fitted effect of over 60% in size; many of its hits are not listed in these tables
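Activity measured as NADH fluorescence gain (360/450 nm), taken as the change between first and last reads of a 4-min kinetic run. Conditions: pH 9.0 Tris buffer, 20 nM E. coli-expressed His-tagged enzyme, 1 mM NAD+, 90 uM beta-hydroxybutyryl-CoA; 15-min compound preincubation.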
BRCT PPI red: BRCT-phosphoprotein interaction inhibition (red fluorophore); actives 0.03% (n = 75,000); P38398; BRCT-phosphopeptide binding, red fluorescence polarization; Potency, µM (series often up to 76.9 µM), inactives show top-dose activity change, negative = inhibition, most hits filed as inhibitors; AID 892; also: % is scaled to controls: 0 for no effect and ±100 for the full control effect
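Rhodamine-labelled pBACH1 10-mer (100 nM) bound to BRCT domain (100 nM) at pH 7.3; compounds incubated 12 min room temperature, polarization read. Free peptide defines full inhibition; unlabelled decapeptide titrated as control.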
Caspase-1 inhib: allosteric or competitive inhibitors of human caspase-1; P29466; Caspase-1 enzyme, Ac-WEHD-AFC fluorogenic rate; Potency, µM (titrated, usually from 57.5 µM), without a hit: at the top dose activity change, negative = inhibition, usual class: inhibitors; actives 0.03% (n = 75,000);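 also: potency is read from the fitted curve at half-maximal effect; plate controls were vehicle for no effect and no substrate for full effect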
An asterisk follows results filed as active; i = inactive; ? = inconclusive; . = not tested or not shown; [ ] = remark or other dose. Unless noted, calls follow the shape of the dose curve; as a rule, active = well fitted curve in the direction sought with a large enough effect; inconclusive = small, poorly fitted or top-dose-only effect, or another doubt; inactive = no such curve, though single readings can be large; an effect the other way counts as inactive or inconclusive. This is a subset; the hit share may differ from the screen's.

SMILES	BRCT inh green	Pol III holo inh	Tau filament bind	15-hLO inh	Rhodamine fluor	HEK293 cAMP ctrl	USP2a inhib	Caspase-7 inhib	HADH2 inhib	BRCT PPI red	Caspase-1 inhib
COc1cc(C(=O)NCC(c2cccnc2)N2CCN(c3ccccc3)CC2)cc(OC)c1OC (stereo not drawn)	-15.5%	-3.1%	-5.8%	10.3%	.	9.4%	.	1.3%	-9.7%	1.0%	-2.2%
CCOC(=O)C1=C(N)Oc2cc(C)n(CCc3ccc(OC)c(OC)c3)c(=O)c2C1c1cccnc1 (stereo not drawn)	3.0%	-4.9%	6.8%	4.3%	i	2.9%	21.2%	-1.3%	6.8%	0.6%	-1.3%
Cc1cc(NC(=O)Cn2c(=O)c3c(ncn3CCC(C)C)n(Cc3ccccc3)c2=O)no1	0.9%	-1.6%	16.3%	-6.8%	i	13.2%	29.9%	-0.5%	3.8%	1.6%	-4.2%
CN(C)CCCN1C(=O)C(=O)/C(=C(/O)c2ccc3c(c2)OCO3)C1c1ccco1 (stereo not drawn)	-3.2%	0.1%	-4.4%	-1.2%	i	7.4%	-1.1%	-1.8%	-16.5%	0.7%	-0.4%
O=C1NC2(CCCCC2)Cc2ccccc21	0.0%	7.2%	10.8%	5.5%	.	13.0%	-2.1%	0.0%	4.0%	0.2%	-0.7%
COC(=O)C(C(=O)OC)C(C(C)C)C(C(=O)OC)C(=O)OC	-2.4%	.	.	-22.3%	.	-1.2%	.	-1.6%	7.5%	-0.4%	-0.4%
COc1ccc2c(C)c(Cl)c(=O)oc2c1	4.2%	-6.7%	12.2%	-11.2%	.	13.0%	24.1%	-0.4%	10µM*	-0.7%	0.2%
O=C(CSc1nc2sc3c(c2c(=O)[nH]1)CCCC3)NCCO	1.4%	-7.4%	0.8%	-2.6%	.	3.9%	.	-0.5%	5.4%	-0.6%	-1.4%
C[C@@]12C=CC(=O)C=C1CC[C@H]1[C@H]3CC[C@](O)(C(=O)CO)[C@]3(C)CC(=O)[C@@H]12	0.6%[34.4 µM]	-4.8%[25.6 µM]	-3.6%[25.6 µM]	10.7%[25.6 µM]	i	3.9%[25.6 µM]	5.4%[17.1 µM]	0.6%[25.7 µM]	-0.5%[25.6 µM]	0.6%[34.4 µM]	0.4%[25.7 µM]
CCOC(=O)c1cc(-c2ccc(C)cc2)n(CC(=O)NCc2ccco2)c1C	-1.0%	4.0%	480.7%	-2.2%	.	?	.	-1.2%	4.8%	-0.7%	-0.9%
CCOC(=O)Cc1csc(NC(=O)c2ccc3c(c2)OCO3)n1	-0.1%	-5.5%	1.9%	-12.3%	i	29.8%	-1.5%	0.4%	-17.5%	-2.4%	0.3%
COc1ccccc1N1C(=O)CCC1(C#N)c1ccccc1 (stereo not drawn)	-2.4%	-6.2%	2.4%	8.5%	.	-0.3%	0.6%	-1.6%	-1.6%	0.1%	-2.3%
CCCn1c(=O)n(C)c(=O)c2c(SCc3cc(C(C)=O)ccc3OCC)nc(C3CC3)nc21	4.5%	-4.6%	42.3%	-2.0%	i	16.7%	33.3%[activator]	-5.4%	-2.5%	1.0%	-5.8%
COc1ccccc1NC(=O)CN(Cc1ccco1)C(=O)c1ccc(-n2nc(C)cc2C)cc1	0.2%	.	.	2.6%	.	18.1%	26.2%	-3.2%	-1.4%	-0.4%	2.4%
Cc1cnc(CNc2nc(-c3ccc4c(c3)OCO4)nc3ccccc23)cn1	4.5%	-5.1%	-5.7%	-5.6%	i	13.0%	18.5%	-1.1%	11.8%	0.3%	-3.3%
CCc1nnc(NC(=O)CSc2nnc(Cc3ccccc3)n2-c2ccccc2)s1	0.7%	1.0%	51.5%	0.7%	i	?	10.5%	-0.8%	-0.4%	-2.0%	1.1%
COCCn1c(C)cc(C(=O)CSc2ccc(NC(C)=O)cc2)c1C	-1.7%	0.8%	-11.9%	-7.1%	i	4.3%	-0.2%	-0.2%	-19.9%	-0.6%	2.1%
CCc1cc2c(=O)c(-c3nc4ccccc4n3C)c(COCC(=O)O)oc2cc1O	-1.5%	.	.	-2.6%	.	10.1%	.	-20.8%	-15.9%	0.7%	-15.4%
CCn1c(CNc2ccc(F)cc2)nnc1SCC(=O)Nc1ccc(OC)cc1OC	-2.0%	-2.9%	-9.5%	-4.6%	i	23.0%	11.2%	1.0%	9.2%	-2.8%	0.2%
COC(=O)[C@@]1(Cc2ccc(OC)cc2)[C@H]2c3cc(C(=O)N4CCCC4)n(Cc4ccc(C)o4)c3C[C@H]2CN1C(=O)c1ccccc1	-0.6%	1.4%	4.5%	.	.	3.16µM*	.	-4.1%	-4.7%	-0.5%	-2.5%
Clc1ccc(OCc2nnc3n2N=C(c2ccc4c(c2)OCCO4)CS3)c(Cl)c1	-4.3%	7.1%	138.4%	-20.3%	i	?	17.9%	-3.4%	-9.5%	-2.6%	-2.6%
O=C(NCC1CCCO1)Nc1cccc(Cl)c1 (stereo not drawn)	-0.9%	-2.0%	0.1%	-0.8%	i	6.2%	8.4%	-2.6%	3.0%	-0.7%	1.0%
COc1ccc(OCCN2C(=O)NC(C)(c3ccc(C)cc3)C2=O)cc1 (stereo not drawn)	0.4%	-5.0%	4.8%	-3.5%	i	43.4%	5.8%	-0.9%	14.8%	0.3%	0.4%
Cc1ccc(-c2csc(N(CCCN3CCOCC3)C(=O)c3ccco3)n2)cc1	1.9%	4.7%	86.0%	-18.1%	i	?	38.9%[activator]	-4.2%	5.0%	-2.4%	-5.4%
COC(=O)C/C=C\[C@@H](C)[C@@H](/C=N\OC[C@@H](C)[C@H](OCc1ccccc1)C(C)C)NS(=O)(=O)c1ccc(C)cc1	-0.1%[15.4 µM]	.	.	11.0%[11.4 µM]	.	-3.0%[11.4 µM]	.	2.4%[11.5 µM]	-3.9%[11.4 µM]	0.0%[15.4 µM]	-1.4%[11.5 µM]

The listing continues.
SMILES	BRCT inh green	Pol III holo inh	Tau filament bind	15-hLO inh	Rhodamine fluor	HEK293 cAMP ctrl	USP2a inhib	Caspase-7 inhib	HADH2 inhib	BRCT PPI red	Caspase-1 inhib
CC(C)OCCCNC(=O)C1CCC(=O)N1C(C)C (stereo not drawn)	-0.6%	-2.0%	12.8%	1.4%	i	?	-3.5%	0.8%	?	1.2%	0.2%
COc1ccc(/C=C/N(CCc2ccc(OC)c(OC)c2)C(=O)c2ccccn2)cc1	-1.1%[15.4 µM]	.	.	5.8%[11.4 µM]	.	15.0%[11.4 µM]	.	-1.4%[11.5 µM]	18.4%[11.4 µM]	-0.5%[15.4 µM]	-1.3%[11.5 µM]
O=C(O)COc1c(Cl)cc(Cl)c2cccnc12	-0.7%[15.4 µM]	-3.3%[11.4 µM]	4.4%[11.4 µM]	9.8%[11.4 µM]	i	14.2%[11.4 µM]	.	1.1%[11.5 µM]	7.6%[11.4 µM]	1.1%[15.4 µM]	-1.6%[11.5 µM]
COc1ccc(CC(=O)OCn2nnc3ccccc3c2=O)cc1	-2.1%	-1.8%	2.7%	-13.9%	i	-7.3%	-4.1%	-1.5%	-6.8%	-0.1%	-2.1%
C=C(C)c1cccc(C(C)(C)NC(=O)N2CCN(CC(N)=O)CC2)c1	-3.7%	-14.5%	-4.6%	3.2%	i	2.0%	-5.6%	-0.6%	11.9%	1.3%	1.3%
O=C(c1ccc(F)cc1)N1CCC(O)(c2cccnc2)CC1	-1.6%	-5.6%	-2.7%	16.1%	i	-4.5%	-2.6%	-0.4%	5.6%	-0.1%	3.0%
N#Cc1nc(-c2ccco2)oc1N1CCN(Cc2ccccc2)CC1	-1.7%	-1.7%	14.4%	-1.5%	i	16.8%	6.2%	-1.4%	-22.1%	-2.0%	-7.7%
O=C(O)CCC(=O)c1ccc[nH]1	2.6%[15.4 µM]	-6.2%[11.4 µM]	2.7%[11.4 µM]	10.4%[11.4 µM]	i	?	.	2.2%[11.5 µM]	7.6%[11.4 µM]	-1.9%[15.4 µM]	-0.9%[11.5 µM]
c1ccc(-c2nnc3ccc(N4CCC5(CC4)OCCO5)nn23)cc1	3.6%	.	.	1.3%	.	-12.5%	.	-0.7%	1.8%	0.3%	-1.4%
Cc1noc(C)c1C(=O)N1CCC[C@@]2(CCN(C(=O)Nc3cccc(C#N)c3)C2)C1	-1.1%	-3.0%	-1.0%	7.1%	i	14.6%	2.9%	-1.1%	5.6%	0.1%	-16.4%
CCOC(=O)N1CCC(NC(=O)c2cnn3cccnc23)CC1	-0.3%	0.3%	14.1%	5.9%	i	-5.4%	4.5%	-1.2%	?	1.0%	1.0%
COc1cccc(NC(=O)Nc2cccs2)c1	2.2%	-6.8%	-9.2%	20µM*	i	-0.2%	33.9%[activator]	-14.6%	?	0.3%	-7.5%
